Assay outcomes: PubChem BioAssay, National Center for Advancing Translational Sciences (NCATS)
RORg inh = qHTS for inhibitors of ROR gamma transcriptional activity; Nuclear receptor ROR-gamma (Mus musculus), P51450; Drosophila S2 Gal4-RORgamma UAS-luciferase reporter, 20 h; Potency, µM (series often up to 53.6 µM), for the others: at the top dose activity change, negative = inhibition, usual class: inhibitors; 310,000 tested, 5.4% active; AID 2551, 2010; also: potency is read from the fitted curve at half-maximal effect; % is scaled to controls: 0 for no effect and ±100 for the full control effect; nearly all actives have a fitted effect of over 60% in size
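Using a luciferase readout, inhibitors were identified by reduced reporter activity in Drosophila cells coexpressing a copper-inducible Gal4–ROR gamma fusion and UAS-driven Photinus luciferase, incubated 20 hr after 700 uM copper sulfate.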
Gal4-VP16 FLuc = VP16 counterscreen qHTS for inhibitors of ROR gamma transcriptional activity; Drosophila S2 Gal4-VP16 UAS-luciferase, luminescence, 20 h; Potency, µM (series often up to 53.6 µM), without a hit: at the highest dose activity, negative = inhibition, hits mostly inhibitors; 310,000 tested, 3.5% active;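 also: Gal4-VP16 expression switched on by copper sulfate through the metallothionein promoter; potency is read from the fitted curve at half-maximal effect; % is scaled to controls: 0 for no effect and ±100 for the full control effect; nearly all actives have a fitted effect of over 50% in size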
Mito fusion act = qHTS Assay for Small Molecule Inhibitors of Mitochondrial Division or Activators of Mitochondrial Fusion; 320,000 tested, 0.23% active; Potency, µM (series often up to 46.1 µM), for the others: at the top dose growth rescue (activation), most hits filed as activators; S. cerevisiae fusion-defective mutant growth rescue, CellTiterGlo 48 h;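 also: potency is read from the fitted curve at half-maximal effect; % of control where 0% means no effect; nearly all actives have a fitted effect of over 45% in size; temperature-sensitive fusion mutants such as fzo1-1 at 37 °C on non-fermentable ethanol glycerol medium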
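Compounds are tested for their ability to restore growth of mitochondrial fusion-defective yeast strains at non-permissive 37C in YPEG medium over 48 hours. Viability is quantified by luciferase luminescence.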
NPC1 prom act = qHTS Assay for NPC1 Promoter Activators. Huh7 NPC1 promoter luciferase reporter, 24 h. Potency, µM (doses to about 9.22 µM), inactives show at the highest dose activation, usual class: activators. 320,000 tested, 2.4% active;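 also: potency is read from the fitted curve at half-maximal effect; % of control where 0% means no effect; nearly all actives have a fitted effect of over 60% in size; reporter is driven by a mutant NPC1 promoter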
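NPC1 promoter–luciferase Huh7 cells; 24 h compound; luminescence.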
Menin-MLL TR inh = qHTS Assay for Inhibitors Targeting the Menin-MLL Interaction in MLL Related Leukemias: Competition With Texas Red Labeled MLL-derived Mutant Peptide | O00255 | Menin + Texas Red MLL mutant peptide, fluorescence polarization | Potency, µM (top dose mostly 61.6 µM), without a hit: top-dose FP activity change, negative = inhibition, most hits filed as inhibitors | 270,000 tested, 0.23% active | AID 1768, 2009; active = well fitted inhibition curve with a large enough effect in the polarisation, with a control signal flat, not every such curve was filed as active; inconclusive = small, poorly fitted or top-dose-only effect, or effect the other way, or a change in a side signal; inactive = no such curve, though single readings can be large or run the other way; the % refers to the polarisation; also: potency is read from the fitted curve at half-maximal effect; % of control where 0% means no effect; many of its hits are not listed in these tables
KCNH2 3.1 inh = qHTS for Inhibitors of KCHN2 3.1: Mutant qHTS. Potassium voltage-gated channel subfamily H member 2, brain isoform KCNH2 3.1 (human). U2OS KCNH2 3.1, thallium flux FluxOr; stronger effect = lower value. activity change, % (tested at about 1.8 µM). 340,000 tested, 0.95% active;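 active = maximum activity change below -70%; inconclusive = maximum activity change from -70% to -50%; inactive = maximum activity change above -50%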;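 also: thallium influx rate constant from kinetic fluorescence after stimulation buffer; % is scaled to controls: 0 for no effect and ±100 for the full control effect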
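FluxOr-based Tl+ influx in U2OS cells transduced with KCNH2 3.1 virus; rate constants normalized to DMSO controls.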
FLuc counter = qHTS profiling assay for firefly luciferase inhibitor/activator using purifed enzyme and Km concentrations of substrates (counterscreen for miR-21 project) | Potency, µM (titrated, usually from 57.5 µM), inactives show at the highest dose activity change, negative = inhibition, actives largely listed as inhibitors | 360,000 tested, 6.9% active | Luciferin 4-monooxygenase (Photinus pyralis), P08659 | purified FLuc, Km substrates, luminescence inhibition;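 also: potency is read from the fitted curve at half-maximal effect; plate controls were vehicle for no effect and reference inhibitor for full effect; nearly all actives have a fitted effect of over 55% in size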
Target sequence (P08659 whole entry, looked up): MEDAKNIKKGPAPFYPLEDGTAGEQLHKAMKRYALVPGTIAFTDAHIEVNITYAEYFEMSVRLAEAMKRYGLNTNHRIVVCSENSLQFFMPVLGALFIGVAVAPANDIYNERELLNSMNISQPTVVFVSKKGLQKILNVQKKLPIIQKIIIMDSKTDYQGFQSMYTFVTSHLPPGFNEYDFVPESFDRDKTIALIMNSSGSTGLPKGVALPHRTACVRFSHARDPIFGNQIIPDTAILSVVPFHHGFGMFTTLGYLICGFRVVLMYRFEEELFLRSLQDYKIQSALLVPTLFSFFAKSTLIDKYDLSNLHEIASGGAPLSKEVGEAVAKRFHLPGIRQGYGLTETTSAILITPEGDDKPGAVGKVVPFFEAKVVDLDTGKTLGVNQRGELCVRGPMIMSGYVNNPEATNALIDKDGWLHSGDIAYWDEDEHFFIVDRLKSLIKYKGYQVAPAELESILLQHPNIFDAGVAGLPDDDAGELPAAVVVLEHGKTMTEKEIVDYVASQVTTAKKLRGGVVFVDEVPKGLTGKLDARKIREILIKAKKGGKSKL
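Purified P. pyralis luciferase, 10 nM final, with Km-level 10 uM D-luciferin and 10 uM ATP in 50 mM Tris acetate pH 7.5, 10 mM Mg acetate, 0.01% Tween-20, 0.05% BSA; 6-point qHTS titration about 60 µM downward; luminescence read.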
ELG1 repair inh = qHTS screen for small molecules that inhibit ELG1-dependent DNA repair in human embryonic kidney (HEK293T) cells expressing luciferase-tagged ELG1; HEK293T ELG1-luciferase reporter, luminescence, 16 h; DNA damage induced by 5-fluorouridine; Potency, µM (titrated, usually from 46.1 µM), without a hit: top-dose activity change, negative = inhibition, most hits filed as inhibitors; 330,000 tested, 2.3% active; also: potency is read from the fitted curve at half-maximal effect; % is scaled to controls: 0 for no effect and ±100 for the full control effect; nearly all actives have a fitted effect of over 55% in size
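Reporter activity after DNA damage by 5-fluorouridine is monitored. Compound-treated cells incubate 16 hr at 37 °C, then ONE-Glo is added for 30 min before luminescence reading.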
Rab9 prom act = qHTS Assay for Rab9 Promoter Activators; Huh7 Rab9 promoter-luciferase reporter, luminescence, 24 h; Potency, µM (top dose mostly 9.22 µM), inactives show at the top dose activation, negative = inhibition, hits mostly activators; 320,000 tested, 2.8% active; AID 485297, 2010; also: potency is read from the fitted curve at half-maximal effect; % of control where 0% means no effect; nearly all actives have a fitted effect of over 60% in size
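Luminescence from Amplite-detected luciferase (10 minutes, ambient) reports Rab9 promoter activation. Before that, stable Rab9-luciferase Huh7 cells (1500/well, reduced-serum OP-MEM I plus 10% FBS) were exposed to compound for 24 hours at 37C.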
MBNL1 CUG block = qHTS Assay for Inhibitors of MBNL1-poly(CUG) RNA binding | Muscleblind-like protein 1 (Homo sapiens), Q9NR56 | TR-FRET MBNL1-His/biotin-(CUG)12 binding, 665/545 ratio | Potency, µM (series often up to 57.5 µM), without a hit: at the highest dose activity change, negative = inhibition, actives largely listed as inhibitors | 280,000 tested, 0.036% active | AID 2675, 2010; active = well fitted inhibition curve with a large enough effect in the signal ratio, with a control signal flat, not every such curve was filed as active; inconclusive = small, poorly fitted or top-dose-only effect, or effect the other way, or a change in a side signal; inactive = no such curve, though single readings can be large or run the other way; the % refers to the signal ratio; also: potency is read from the fitted curve at half-maximal effect; % is scaled to controls: 0 for no effect and ±100 for the full control effect
Target sequence (Q9NR56 whole entry, looked up): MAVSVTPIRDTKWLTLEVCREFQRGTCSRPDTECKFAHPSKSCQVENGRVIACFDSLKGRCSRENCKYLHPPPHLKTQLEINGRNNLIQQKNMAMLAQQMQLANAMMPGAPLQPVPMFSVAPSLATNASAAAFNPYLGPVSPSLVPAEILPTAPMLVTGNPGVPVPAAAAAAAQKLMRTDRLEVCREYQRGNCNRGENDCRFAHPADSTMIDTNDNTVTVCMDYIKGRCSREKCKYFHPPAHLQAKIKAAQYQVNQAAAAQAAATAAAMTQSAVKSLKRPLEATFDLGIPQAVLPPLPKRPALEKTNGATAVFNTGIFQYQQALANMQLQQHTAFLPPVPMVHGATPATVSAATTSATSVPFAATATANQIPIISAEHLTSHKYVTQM
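Ratiometric TR-FRET (665 over 545 nm, excitation 340 nm) tracks disruption of MBNL1-His/biotin-(CUG)12 complex after 60 min at room temperature, with compounds at 92 nM to 58 uM final.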
PKM2 activator = qHTS Assay for Activators of Human Muscle isoform 2 Pyruvate Kinase. purified PKM2, Kinase-Glo ATP luminescence, activation; response scale: 0% is enzyme alone, no compound. Potency, µM (doses to about 57.5 µM), for the others: top-dose activation, hits mostly activators. 260,000 tested, 0.34% active. AID 1631, 2009; also: potency is read from the fitted curve at half-maximal effect; % is scaled to controls: 0 for no effect and ±100 for the full control effect; nearly all actives have a fitted effect of over 55% in size
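Purified hPK-M2 (>95%) run at intermediate activity with 0.1 mM ADP and 0.5 mM PEP in 50 mM imidazole pH 7.2, KCl, MgCl2; 1 h room temperature. ATP formed read by Kinase-Glo luminescence; normalized to uninhibited and no-enzyme controls.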
An asterisk follows results filed as active; ? = inconclusive; nt = no result given; & = joins results of further samples; [ ] = another dose, or the depositor's remark. Unless noted, calls follow the shape of the dose curve; as a rule, active = well fitted curve in the direction sought with a large enough effect; inconclusive = small, poorly fitted or top-dose-only effect, or another doubt; inactive = no such curve, though single readings can be large; an effect the other way counts as inactive or inconclusive. The list is partial. The share of hits here may be higher or lower than overall.

SMILES	RORg inh	Gal4-VP16 FLuc	Mito fusion act	NPC1 prom act	Menin-MLL TR inh	KCNH2 3.1 inh	FLuc counter	ELG1 repair inh	Rab9 prom act	MBNL1 CUG block	PKM2 activator
CC(C)(CO)NS(=O)(=O)c1ccc2c(c1)C(=O)c1cc(S(=O)(=O)NC(C)(C)CO)ccc1-2	3%	2%	-1%	-2%	nt	-10	1%	-1%	-1%	?	-3%
O=C(CCN1CCCCCC1)Nc1ccc2c(c1)OCCO2	-1%	13%	-1%	0%	-8%	1	-2%	7%	-1%	-2%	-1%
Fc1ccccc1-c1nc(-c2ccncc2)no1	?	-17%	-6%	1.8µM*	3%	-6	8.5µM*	?	1.8µM*	-4%	-39%
Cc1cccc(C(=O)Nc2ccc(C(=O)/C=C/c3cccs3)cc2)c1	?	-2%	8%	17%	55%[activator]	4	?	?	18%	-1%	-4%
Cc1cc2c(c(=O)n1CC1CCCO1)C(c1ccc3c(c1)OCO3)C(C#N)=C(N)O2 (stereo unspecified)	5%	-4%	0%	-6%	3%	-9	15%	-5%	0%	-1%	3%
Cc1noc(/C=C/c2ccco2)c1S(=O)(=O)N1CCC(C(=O)N(C)Cc2ccccc2)CC1	-12%	-6%	7%	-10%	39%[activator]	-23	8%	4.6µM*	-9%	12%	?
Cn1cccc1/C=C1\SC(=S)N(NC(=O)c2ccccc2Cl)C1=O	-8%	-3%	?	-1%	19%	-2	-1%	18%	0%	?	2%
CC1CCN(S(=O)(=O)c2ccc(C(=O)NCc3ccc4c(c3)OCO4)cc2)CC1	-3%	1%	-1%	-1%	14%	4	1%	2%	-3%	-1%	-2%
CN(c1ccccc1C(=O)Nc1ccc(CC#N)cc1)S(=O)(=O)c1ccccc1	7%	-12%	-1%	1%	9%	-3	3%	6%	2%	2%	-3%
Clc1ccc(OCCCn2cncn2)cc1Cl	?	-5%	5%	-2%	30%[activator]	-2	3%	?	-7%	-11%	2%
CC(=O)N1CCN(S(=O)(=O)c2cccc(C(=O)OCC(=O)N3CC(=O)Nc4ccccc43)c2)CC1	12%	0%	-2%	1%	-4%	-14	0%	9%	1%	4%	2%
Cc1ccc2[nH]c(=O)c(CN(CCCN3CCOCC3)Cc3nnnn3C3CCCC3)cc2c1	23%	0%	1%	-1%	-17%	-16	0%	15%	1%	-2%	2%
COc1ccc(CN2CCN(Cc3cccc(OC)c3)C(CCO)C2)cc1 (stereo unspecified)	15%	0%	1%	-3%	-7%	1	2%	-3%	-3%	5%	-7%
CC(C)c1ccc(CCNC(=O)c2ccc([N+](=O)[O-])cc2)cc1	40%	?	1%	-3%	6%	nt	-4%	9.2µM*	-4%	20%	0%
CCn1c(=O)n(CC)c2cc(NC(=O)CSc3ccc([N+](=O)[O-])cn3)ccc21	-22%	6%	-6%	-3%	10%	2	0%	5%	0%	?	5%
CC(=O)c1ccc(OCCCCOc2ccc(C(C)=O)cc2)cc1	-2%	-14%	5%	4%	26%	14	-12%	19%	0%	23%	0%
Cc1ccc(OCC(=O)N/N=C\c2ccc(C)o2)c([N+](=O)[O-])c1	8%	8%	-12%	2%	-4%	16	?	11%	-1%	?	27%
O=C(Cn1nc(C(=O)O)c2ccccc2c1=O)NCC1CCCO1 (stereo unspecified)	40%	2%	-2%	-1%	-17%	0	4%	10%	-15%	4%	-7%
Cc1cccc(/C=N/Nc2cc(N3CCOCC3)nc(N3CCOCC3)n2)c1	39%	?	?	0%	1%	-12	-13%	7.3µM*	-9%	7%	0%
CNC(=S)N(Cc1cccs1)Cc1cc2cc(OC)c(OC)cc2[nH]c1=O	20%	-2%	-2%	0%	1%	10	6%	-19%	-5%	nt	6%
CCNC(=S)NNC(=O)c1csc2ccccc12	?	-18%	-7%	2%	12%	6	-1%	-3%	20%	-10%	-7%
Clc1ccc(/C=N/c2c(-c3ccco3)nc3ccccn23)cc1	-4%	8%	0%	28%	?	2	15µM*	0%	?	?	3%
COc1ccc(C2=NS(=O)(=O)N(C)C(C(=O)NC(C)c3ccccc3)=C2)cc1 (stereo unspecified)	21%	-4%	8%	-1%	13%	-85*	-16%&-2%	-10%	-5%	12%	2%
COc1ccc(CN2C(=O)CS(=O)CC2=O)cc1OC	?	-3%	-10%	0%	11%	-2	3%	?	0%	-4%	-8%
C=CCN(Cc1nc(-c2ccc(OC)cc2)no1)C(=O)c1ccc2c(c1)OCO2	38%	-6%	29%	1%	?	-2	-4%	-9%	?	0%	6%
NC(=O)c1cc([N+](=O)[O-])ccc1NCc1ccc(O)cc1	nt	nt	-5%	15%	nt	35	-11%	?	4%	nt	nt
Cc1ccc(-n2c(=O)c3sccc3n(Cc3cc(=O)n4cc(Cl)ccc4n3)c2=O)cc1F	14%	-2%	7%	-1%	-5%	1	1%	12%	-2%	?	4%
O=C(NCC(=O)N(CCc1ccccc1)C(C(=O)NC1CCCCC1)c1ccncc1)c1ccco1 (stereo unspecified)	33%	2%	0%	16%	8%	-2	2%	18%	-1%	2%	-1%
Cc1ccc(S(=O)(=O)NNC(=O)C2CC=CCC2C(=O)O)cc1 (stereo unspecified)	-1%	-4%	3%	0%	13%	15	5%	17%	-14%	-2%	2%
O=C1N(Cc2cccnc2)C[C@@H]2C[C@@H](c3ccc4nsnc4c3)N3CCC[C@@]123	19%	4%	-1%	-4%	-16%	17	0%	5%	-2%	?	1%
C=CCn1c(C(C)NC(=O)c2ccccc2C)n[nH]c1=S (stereo unspecified)	?	-2%	-1%	-2%	-1%	-12	7%	-3%	-9%	-19%	-6%
Cc1ccc(NS(=O)(=O)c2ccc(CCC(=O)NCCCOC(C)C)cc2)cc1	21%	2%	-1%	-1%	4%	5	2%	5%	-3%	5%	15%
O=S(=O)(c1ccccc1)c1nc(Nc2ccccc2N2CCOCC2)sc1Cl	30%	10%	18%	-2%	24%	-11	5%	?	4%	3%	1%
COc1ccc(C(NC(=O)N2CC(C)OC(C)C2)C(Cl)(Cl)Cl)cc1F (stereo unspecified)	?	-8%	9%	-7%	2%	-3	6%	-12%	1%	-8%	5%

Profiles as entered above.
Shown for COc1ccc(C2=NS(=O)(=O)N(C)C(C(=O)NC(C)c3ccccc3)=C2)cc1 (stereo unspecified) → RORg inh: 21%; Gal4-VP16 FLuc: -4%; Mito fusion act: 8%; NPC1 prom act: -1%; Menin-MLL TR inh: 13%; KCNH2 3.1 inh: -85*; FLuc counter: -16%&-2%; ELG1 repair inh: -10%; Rab9 prom act: -5%; MBNL1 CUG block: 12%; PKM2 activator: 2%
Shown for CCNC(=S)NNC(=O)c1csc2ccccc12 → RORg inh: ?; Gal4-VP16 FLuc: -18%; Mito fusion act: -7%; NPC1 prom act: 2%; Menin-MLL TR inh: 12%; KCNH2 3.1 inh: 6; FLuc counter: -1%; ELG1 repair inh: -3%; Rab9 prom act: 20%; MBNL1 CUG block: -10%; PKM2 activator: -7%

Just FLuc counter, for 3 of the compounds above:
smiles | FLuc counter
CC(C)(CO)NS(=O)(=O)c1ccc2c(c1)C(=O)c1cc(S(=O)(=O)NC(C)(C)CO)ccc1-2 | 1%
CCNC(=S)NNC(=O)c1csc2ccccc12 | -1%
CC1CCN(S(=O)(=O)c2ccc(C(=O)NCc3ccc4c(c3)OCO4)cc2)CC1 | 1%

With a hit mark in Rab9 prom act (from the list above):
structure	RORg inh	NPC1 prom act	Menin-MLL TR inh	Rab9 prom act	MBNL1 CUG block
Fc1ccccc1-c1nc(-c2ccncc2)no1	?	1.8µM*	3%	1.8µM*	-4%
